# From PubChem BioAssay
# PGC1a acetyl inh: modulators of PGC1a acetylation | U2OS PGC1a acetylation, AlphaScreen anti-acetyl-lysine; with virally co-expressed GCN5 acetyltransferase | inhibition, % at 15.6 µM | hit rate 0.17% among 350,000;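 active means every replicate shows inhibition of at least 40%; inconclusive means mean inhibition at least 40% but some replicate below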;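 further: 0% = neutral control wells and 100% = positive control wells; some results beyond the cut were filed as inactive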
# PglD inh: PglD (C. jejuni) enzyme inhibition | inhibition, % at 12.5 µM | hit rate 0.098% among 360,000 | purified PglD enzyme, DTNB colorimetric CoA detection | AID 602405; in the data active means inhibition above about 16%, passing the limit was not always enough; inconclusive means no clear call, values can overlap the other calls; further: strong numbers were not always called active
# miR-122 sensor: blocks miR-122 activity in Huh7 sensor cells; activation (reporter increase), % at 12.5 µM; AID 602342; hit rate 0.3% among 340,000; Huh7 miR-122 Renilla luciferase sensor, 48 h; neutral wells = 0, positive control = 100;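 active means mean replicate activation score at least 90 and every replicate individually at or above 90; inconclusive means only one of the two criteria met; inactive means neither criterion met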;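 further: higher luciferase means less miR-122 activity so hits act as miR-122 inhibitors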
# Cneo AK release: causes C. neoformans cell lysis | lysis activity, % at 15 µM | hit rate 0.2% among 360,000 | AID 651654 | adenylate kinase release luminescence, 4 h; normalised: neutral wells 0, clomiphene wells 100;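 active means mean lysis activity across replicates of at least 80%, whatever share of replicates individually reach that level; inactive means mean lysis activity below 80%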
#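 Schedule: static 4 h at 37 °C with compound, 1 h detection; system: C. neoformans cells; benchmarks: Clomiphene as positive control; buffer or medium: fresh YPD medium; measure: luminescence rise reflecting yeast cell lysis; measured by: luminescent adenylate kinase detection reagent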
# RAD54 branch: RAD54 (human) branch migration inhibition. Q92698. RAD54 Holliday junction branch migration, FAM/BHQ fluorescence. inhibition, % at 10.4 µM. hit rate 0.14% among 360,000. AID 602329;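 active means mean normalized replicate activity at least 40 and at least half of replicates scoring 40 or more; inconclusive means only one of the two criteria met; inactive means mean below 40 and under half of replicates reaching 40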;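 further: 0% = median of neutral control wells and 100% = median of positive control wells; inhibitors cause a drop in the FAM fluorescence signal; in these data hits start at about 50%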
# E-sel inducer: induces E-selectin expression in human endothelial cells; HUVEC E-selectin immunofluorescence imaging; normalized: neutral wells 0, TNF-alpha wells 100; AID 686992; hit rate 0.37% among 260,000; P16581; activation, % at 7.58 µM;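 active means mean E-selectin-positive cell signal at least 10% of the positive control, reached in at least 60% of replicates, without over 20% cell loss; inconclusive means no rule given, readout overlaps actives, possibly toxicity-flagged; inactive means the rest, including those meeting only one limit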;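 further: in these data hits start at about 27%; measured in HUVEC primary endothelial cells; signal is the percent of cells scored E-selectin positive by PE staining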
# Target sequence (P16581 whole entry, looked up): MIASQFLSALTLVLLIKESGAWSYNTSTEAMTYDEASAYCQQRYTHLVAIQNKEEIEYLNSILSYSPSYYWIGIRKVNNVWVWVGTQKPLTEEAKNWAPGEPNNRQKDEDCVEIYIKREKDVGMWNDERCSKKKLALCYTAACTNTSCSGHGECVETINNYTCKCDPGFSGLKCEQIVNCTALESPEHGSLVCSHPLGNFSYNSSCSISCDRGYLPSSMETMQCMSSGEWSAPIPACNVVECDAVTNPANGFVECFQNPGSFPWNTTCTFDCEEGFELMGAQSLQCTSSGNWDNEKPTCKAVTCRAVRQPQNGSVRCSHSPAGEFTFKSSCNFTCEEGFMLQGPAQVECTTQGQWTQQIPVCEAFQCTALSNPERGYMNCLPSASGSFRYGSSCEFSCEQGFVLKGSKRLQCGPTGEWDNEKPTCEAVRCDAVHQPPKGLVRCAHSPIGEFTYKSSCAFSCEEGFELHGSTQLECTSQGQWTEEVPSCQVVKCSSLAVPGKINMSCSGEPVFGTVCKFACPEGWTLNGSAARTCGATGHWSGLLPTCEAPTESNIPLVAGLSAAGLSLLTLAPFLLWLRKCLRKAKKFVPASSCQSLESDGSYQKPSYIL
#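 Read-out: % PE-positive cells | Test system: HUVEC | Doses: One compound dose added by pin transfer | Buffer or medium: EGM-2 over gelatin coat | Signal: Immunofluorescence imaging | Benchmarks: TNF-alpha, DMSO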
# RAD52 inh: inhibitors of human RAD52 DNA annealing | recombinant RAD52 DNA annealing, FRET fluorescence | inhibition, % at 18.7 µM | AID 651710 | hit rate 0.46% among 360,000 | P43351;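 active means every replicate showing at least 50% inhibition; inconclusive means mean inhibition at least 50% but not in every replicate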
# Target sequence (P43351 whole entry, looked up): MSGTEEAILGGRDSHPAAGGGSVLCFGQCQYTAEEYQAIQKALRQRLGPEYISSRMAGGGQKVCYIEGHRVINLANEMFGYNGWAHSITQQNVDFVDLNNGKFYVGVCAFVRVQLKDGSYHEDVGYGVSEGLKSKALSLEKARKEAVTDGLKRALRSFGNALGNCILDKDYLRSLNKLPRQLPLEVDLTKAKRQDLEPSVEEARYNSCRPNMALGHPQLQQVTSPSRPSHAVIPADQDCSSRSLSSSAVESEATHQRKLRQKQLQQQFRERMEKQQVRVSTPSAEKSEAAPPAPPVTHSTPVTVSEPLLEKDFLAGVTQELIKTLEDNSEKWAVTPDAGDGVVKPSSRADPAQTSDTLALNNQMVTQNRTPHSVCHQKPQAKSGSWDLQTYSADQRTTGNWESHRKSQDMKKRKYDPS
# ERAP1 HTS inh: inhibitors of human ERAP1 aminopeptidase | AID 652197 | hit rate 0.15% among 340,000 | inhibition, % at 10.7 µM | recombinant ERAP1, Leu-AMC fluorescence, 60 min | Q9NZ08;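 active means mean replicate inhibition of at least 30%, or all replicates individually reaching that 30% level; inactive means mean below 30% and not every replicate reaching it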;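 further: 0% = neutral control wells and 100% = L-leucinethiol positive control wells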
# The depositor's hits bear a star; ? = inconclusive; . = not tested or not shown; & = joins results of further samples; [ ] = another dose, or the depositor's remark.
SMILES,PGC1a acetyl inh,PglD inh,miR-122 sensor,Cneo AK release,RAD54 branch,E-sel inducer,RAD52 inh,ERAP1 HTS inh
COCC(=O)Nc1ccc2c(c1)C(=O)N(C)[C@@H]1CC[C@@H](CC(=O)Nc3cn(C)nc3C)O[C@@H]1CO2,3,4,42[16.7 µM],-2,-2,-0.2,.,.
Cc1cc(=O)[nH]c(-n2nc(C)c(Oc3ccccc3O)c2C)n1,-13,5,-4,-9,1,.,.,.
COc1ccc(S(=O)(=O)N(C)C[C@H]2Oc3ccc(NC(=O)c4ccncc4)cc3CC(=O)N([C@@H](C)CO)C[C@H]2C)cc1,6,0,-1[16.7 µM],-1,0,-2.3,7,0
COc1ccc(S(=O)(=O)Nc2ccc3c(c2)C(=O)N([C@@H](C)CO)C[C@@H](C)[C@@H](CN(C)S(=O)(=O)c2ccc(C)cc2)OCCCC[C@H](C)O3)cc1,3,-10,2[16.7 µM],-4,-8,.,-22,1
Cn1nccc1C(=O)N1CCC(Cc2ccccc2)CC1,.,0,4,13,-16,0.7,6,-3
CCn1cc([N+](=O)[O-])c(C(=O)Nc2ccn(Cc3ccccc3F)n2)n1,-34,-5,0,-2,13,.,.,.
COc1ccc(OC)c(C(=O)NC(CC(N)=O)c2ccc(N3CCC(N4CCCCC4)CC3)c([N+](=O)[O-])c2)c1 (configuration not stated),-4,-2,-9,4,4,-0.1,-3,-7
CC(C)NC(=O)N(C)C[C@H]1Oc2ccc(NC(=O)c3ccncc3)cc2CC(=O)N([C@@H](C)CO)C[C@H]1C,-10,16,-7[16.7 µM],0,-7,-1.2,-10,0
COc1ccccc1OCC(=O)Nc1nc(-c2ccc(S(=O)(=O)N3CCOCC3)cc2)cs1,8,3,-1,1,2,.,.,.
CCOCCCNC(=O)c1ccc(CS(=O)(=O)c2cccc(C(F)(F)F)c2)o1,.,-1,.,-1,13,0.0,2,-2
COc1ccccc1-c1ccc2n(c1=O)C[C@H]1[C@H](CO)[C@@H](C(=O)O)N(C(=O)c3cccnc3)[C@@H]21,.,-2,0[16.7 µM],48,8,0.3,2,0
O=C(O)c1cccc2c1C(=O)N(Cc1ccncc1)C2,.,6,-21,-1,3,.,.,.
CCOc1ccc(CCNC(=O)COC(=O)/C=C/c2ccc(C)o2)cc1OCC,1,2,-7,1,0,-0.1,-16,-8
CCOC(=O)c1sc2nc3n(c(=O)c2c1C)CCC3,18,8,-2,-4,0,.,-13,1
Cc1cc(C(=O)O)ccc1-n1c(C)cc(/C=C(/C#N)C(=O)Nc2ccccc2)c1C,-13,.,1,.,.,.,-1,10
COc1ccc(NC(=O)Nc2ccc3c(c2)C(=O)N([C@@H](C)CO)C[C@@H](C)[C@@H](CN(C)Cc2ccc(C(F)(F)F)cc2)OCCCC[C@H](C)O3)cc1,-15,-3,-3[16.7 µM],-3,-4,0.0,12,-2
COc1ccc(C(=O)OCC(=O)c2c[nH]c3ccccc23)cc1OC,.,0,.,1,-2,-0.5,-60,3
COC(=O)Nc1ccc(Cn2cc(C(F)(F)F)ccc2=O)cc1,1,.,-3,.,.,.,5,13
COc1cccc(S(=O)(=O)N(C)C[C@@H]2Oc3ncc(C#CCC(C)C)cc3C(=O)N([C@@H](C)CO)C[C@H]2C)c1,-7,-4,-3[16.7 µM],-12,-4,-0.2,8,-1
CC1C(=O)C(C)(C)C(=O)OC1c1ccccc1 (configuration not stated),?,5,.,0,-11,2.1,1,4
COc1ccc(OCc2cc(C(=O)N3C[C@@H](C)O[C@@H](C)C3)no2)c(Cl)c1,-7,2,-6,-1,-6,-0.2,-8,0
CCCCN1C(=O)CC(C(=O)OCC)=C1C,.,-7,.,0,4,-0.1,-6,3
CNC[C@H]1OCCCC[C@H](C)Oc2ccc(NS(=O)(=O)c3c(C)noc3C)cc2C(=O)N([C@@H](C)CO)C[C@@H]1C,5,0,-4[16.7 µM],-4,-8,-0.2,.,.
Cc1nc2sccn2c(=O)c1S(=O)(=O)Nc1cccc(Cl)c1C,5,-2,49,-3,5,3.5,-4,6
S=C(NCCc1ccccc1)Nc1ccccn1,-10,6,1,39,-4,.,.,.

# The list goes on; it opens with the 6 that closed the last part.
SMILES,PGC1a acetyl inh,PglD inh,miR-122 sensor,Cneo AK release,RAD54 branch,E-sel inducer,RAD52 inh,ERAP1 HTS inh
CC1C(=O)C(C)(C)C(=O)OC1c1ccccc1 (configuration not stated),?,5,.,0,-11,2.1,1,4
COc1ccc(OCc2cc(C(=O)N3C[C@@H](C)O[C@@H](C)C3)no2)c(Cl)c1,-7,2,-6,-1,-6,-0.2,-8,0
CCCCN1C(=O)CC(C(=O)OCC)=C1C,.,-7,.,0,4,-0.1,-6,3
CNC[C@H]1OCCCC[C@H](C)Oc2ccc(NS(=O)(=O)c3c(C)noc3C)cc2C(=O)N([C@@H](C)CO)C[C@@H]1C,5,0,-4[16.7 µM],-4,-8,-0.2,.,.
Cc1nc2sccn2c(=O)c1S(=O)(=O)Nc1cccc(Cl)c1C,5,-2,49,-3,5,3.5,-4,6
S=C(NCCc1ccccc1)Nc1ccccn1,-10,6,1,39,-4,.,.,.
CCCOP(=O)(c1ccc(N(C)C)cc1)C(O)c1ccc(Cl)cc1 (configuration not stated),2,-2,15,1,-1,0.0,-9,1
Cc1ccc(S(=O)(=O)Nc2ccc3c(c2)C(=O)N([C@H](C)CO)C[C@H](C)[C@H](CN(C)C(=O)NC(C)C)O3)cc1,-3,2,2[16.7 µM],-3,0,-0.1,-6,4
COc1ccc(C[C@H]2CCn3cc(nn3)COC[C@H](CC(C)C)NC2=O)cc1,.,.,.,-3,.,-0.1,7,3
Cc1ccc(S(=O)(=O)N2CCCC(C(=O)NCCc3ccccc3)C2)cc1 (configuration not stated),.,-2,.,-2,11,.,0,-7
COc1ccccc1N1CCN(C(=O)CSc2nc3ncnc(N)c3[nH]2)CC1,-1,-3,0,0,8,.,.,.
CN(c1cccc(NC(=O)CN(c2cccc(F)c2)S(C)(=O)=O)c1)S(C)(=O)=O,.,-1,-1,-2,3,.,-6,3
C/C(=N\NC(=O)c1nnn(-c2nonc2N)c1CSc1ccc(Cl)cc1)c1cccnc1,-1,1,-4,0,-8,.,-16,-2
Cc1ccc2c(c1)N(C(=O)CCC(=O)NCc1cccc(F)c1)CCO2,9,-2,1,-1,-3,1.5,4,4
O=C(Nc1ccc(Cl)cc1C(=O)N1CCOCC1)c1ccco1,-7,-6,-4,2,0,.,-5,-1
COc1cccc(OCCNC(=O)c2cc(OC)c(OC)c(OC)c2)c1,6,7,8,-1,-1,-0.3,-2,2
O=[N+]([O-])c1ccccc1S(=O)(=O)N/C(=N/S(=O)(=O)c1ccccc1)c1ccccc1,5,-2,-10,1,-6,0.0,1,0
Cc1ccc(OC(=O)N(C)C[C@H]2OCc3cn(nn3)CCCC(=O)N([C@@H](C)CO)C[C@@H]2C)cc1,-3&-2,0&3,0&3[16.7 µM],7&-16,-9&3,0.1&0.1,-18&11&-8,1&-2
COc1ccc(-c2cc(C(=O)OCC(=O)NC3CC3)c3ccccc3n2)cc1,-2,-7,-2,-7,-6,0.8,-7,2
CC1CCCN(CCS(=O)(=O)c2ccccc2)C1 (configuration not stated),.,2,-11,1,4,.,-6,-2
COC(=O)C1=C(C)N(Cc2ccccc2)C(=S)N[C@H]1c1ccccc1,.,-1,7,7,-1,-0.2,-5,-2
Cc1nc(Cl)c(C(=O)NCc2ccccc2)c(C)c1Cl,-4,1,-4,5,0,0.9,-2,-3
CC(C)NC(=O)Nc1ccc2c(c1)CC(=O)N([C@@H](C)CO)C[C@H](C)[C@@H](CN(C)C(=O)Nc1ccc(C(F)(F)F)cc1)O2,16,-2,4[16.7 µM],10,4,1.2,10,1
C[C@@H]1CN([C@H](C)CO)C(=O)CCCn2cc(nn2)CO[C@@H]1CN(C)S(=O)(=O)c1ccc(F)cc1,5,-1,-3[16.7 µM],8,2,-0.1,15,2
COc1ccccc1NC(=O)N[C@H]1CC[C@@H](CCn2cc(-c3ccccc3OC)nn2)O[C@@H]1CO,5,-2,.,99*,4,-0.5,-1,2
CCOC(=O)N1CCN(Cc2cn[nH]c2-c2cc3ccccc3o2)CC1,2,0,5,0,-10,7.8,-22,1
C[C@@H]1CCCCO[C@@H](CN(C)C(=O)Nc2ccc3c(c2)OCO3)[C@@H](C)CN([C@H](C)CO)C(=O)c2cc(NC(=O)CCCN(C)C)ccc2O1,6,2,8[16.7 µM],-2,2,0.9,-9,1
COc1ccc(-c2cc(-c3cc(OC)ccc3O)[nH]n2)cc1,-7,5,12,0,-13,.,.,.
COc1ccc(N2CCN(C(=O)NCc3ccc(OC)c(OC)c3)CC2)cc1,-6,2,-3,1,-4,0.0,1,-1
COc1cc(C(C(=O)NC(C)(C)C)N(Cc2ccc3c(c2)OCO3)C(=O)c2cnccn2)cc(OC)c1OC (configuration not stated),8,.,0,-2,0,.,-4,-1
C[C@@H]1CN([C@@H](C)CO)C(=O)c2cc(C#C[C@@H](C)O)cnc2O[C@@H]1CN(C)C(=O)Nc1ccc(F)cc1,-8,-2,-4[16.7 µM],0,-1,0.1,-20,2
O=C(c1ccco1)c1cn[nH]c1-c1ccc(Cl)cc1O,9,-8,9,1,-7,.,.,.
COc1ccccc1-c1ccc2c(c1)O[C@H](CN(C)S(=O)(=O)c1ccc(F)cc1)[C@@H](C)CN([C@@H](C)CO)S2(=O)=O,-23,6,35[16.7 µM],-2,-1,0.4,19,0

# Sorted by value in PglD inh (descending): 3 of the compounds above
Structure	PglD inh
COc1ccccc1-c1ccc2c(c1)O[C@H](CN(C)S(=O)(=O)c1ccc(F)cc1)[C@@H](C)CN([C@@H](C)CO)S2(=O)=O	6
Cc1ccc(S(=O)(=O)N2CCCC(C(=O)NCCc3ccccc3)C2)cc1 (configuration not stated)	-2
O=C(c1ccco1)c1cn[nH]c1-c1ccc(Cl)cc1O	-8

# Grouped by structure: the compounds so far with a nitro group on carbon (3)
SMILES,PGC1a acetyl inh,PglD inh,miR-122 sensor,Cneo AK release,RAD54 branch,E-sel inducer,RAD52 inh,ERAP1 HTS inh
CCn1cc([N+](=O)[O-])c(C(=O)Nc2ccn(Cc3ccccc3F)n2)n1,-34,-5,0,-2,13,.,.,.
COc1ccc(OC)c(C(=O)NC(CC(N)=O)c2ccc(N3CCC(N4CCCCC4)CC3)c([N+](=O)[O-])c2)c1 (configuration not stated),-4,-2,-9,4,4,-0.1,-3,-7
O=[N+]([O-])c1ccccc1S(=O)(=O)N/C(=N/S(=O)(=O)c1ccccc1)c1ccccc1,5,-2,-10,1,-6,0.0,1,0
